Screens from PubChem BioAssay.
Statin myotox sup: suppressors of statin myotoxicity in C2C12 myotubes, primary screen, cell-based, single point, plate reader. C2C12 myotubes + simvastatin, ATP luminescence, 48 h; scaled: DMSO 0, geranylgeraniol control 100. rescue of ATP level, % at 7.49 µM. 0.78% of 330,000 active. AID 602340, 2012;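 active = mean ATP rescue above about 67%, or every replicate alone reaching that limit, limit read from the data, passing the limit was not always enough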;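 note: myotubes were challenged with 10 µM simvastatin during compound exposure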
CASP6 VEID inh: human caspase-6 inhibitors, primary screen, biochemical, VEID-R110 fluorescence, single point, set 2; purified caspase-6, Z-VEID-R110 cleavage fluorescence; 0.53% of 350,000 active; P55212; inhibition, % at 12.5 µM;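 active = mean inhibition across replicates at least about 35%, with every replicate also reaching that limit, limit read from the data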;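 note: 0% = median of neutral control wells and 100% = no fluorescence left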
Target sequence (P55212 24-179 limits assumed): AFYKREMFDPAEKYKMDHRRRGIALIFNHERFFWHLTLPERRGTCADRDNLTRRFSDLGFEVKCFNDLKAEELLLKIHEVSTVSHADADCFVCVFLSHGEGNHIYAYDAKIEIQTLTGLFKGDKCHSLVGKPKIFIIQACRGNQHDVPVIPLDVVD
Target sequence (P55212 194-293 limits assumed): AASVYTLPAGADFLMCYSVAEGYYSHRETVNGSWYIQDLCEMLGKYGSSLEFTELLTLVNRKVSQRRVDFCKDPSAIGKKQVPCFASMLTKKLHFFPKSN
S100A4 MyoIIA: inhibitors of S100A4-myosin IIA peptide binding, primary screen, biochemical, fluorescence polarization, TAMRA-MyoIIA peptide | AID 652163, 2013 | 0.14% of 360,000 active | Protein S100-A4 (Homo sapiens), P26447 | inhibition, % at 10.7 µM;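 active = mean inhibition of at least 70% across replicates, with every replicate also reaching that level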
Target sequence (P26447 whole entry, looked up): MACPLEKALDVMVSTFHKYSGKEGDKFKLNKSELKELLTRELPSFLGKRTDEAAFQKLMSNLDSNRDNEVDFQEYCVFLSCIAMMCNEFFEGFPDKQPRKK
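Material: S100A4 monomer (human). Medium: Calcium-containing HEPES buffer, pH 7.2. Probe or stimulus: labelled myosin peptide probe, 5 nM. Compound dosing: one concentration per compound. Timing: polarization read 5 min after assay mix addition, stable 5–60 min. Benchmarks: DMSO as neutral control, TFP as positive control.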
LGR2 inh: inhibitors of bursicon-induced LGR2 CRE-luciferase signal, primary screen, cell-based, HEK293, CRE-luciferase reporter, bursicon stimulation; bursicon-stimulated, 4 h; 0.35% of 380,000 active; AID 720647, 2013; inhibition, % at 9.99 µM; Drosophila bursicon receptor LGR2 (rickets);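 active = drop in luminescence signal, shown as inhibition above about 50% in the replicate tests, limit read from the data, passing the limit was not always enough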;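 note: agonist challenge used bursicon conditioned medium at about half maximal strength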
SIRT5 block: SIRT5 desuccinylase inhibitors, primary screen, biochemical, fluorescence imaging, single point, set 5; NAD-dependent protein deacylase sirtuin-5, mitochondrial (Homo sapiens), Q9NXA8; Purified SirT5, succinyl-peptide AMC, trypsin-coupled fluorescence; inhibition, % at 15 µM; 1.1% of 330,000 active; AID 652115, 2013; in the data active = inhibition above about 15%
Target sequence (Q9NXA8 whole entry, looked up): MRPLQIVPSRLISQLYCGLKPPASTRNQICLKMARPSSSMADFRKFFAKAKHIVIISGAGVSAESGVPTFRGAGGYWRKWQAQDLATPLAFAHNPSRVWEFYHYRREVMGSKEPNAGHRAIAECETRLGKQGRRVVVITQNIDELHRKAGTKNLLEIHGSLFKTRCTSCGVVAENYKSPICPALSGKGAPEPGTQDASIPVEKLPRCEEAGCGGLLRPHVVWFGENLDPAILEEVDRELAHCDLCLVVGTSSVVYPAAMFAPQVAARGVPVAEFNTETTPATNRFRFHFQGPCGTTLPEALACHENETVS
FN deposit inh: inhibitors of fibronectin matrix deposition, primary screen, AH1F cells, Alexa488-fibronectin fluorescence, plate reader; AH1F fibroblasts, overnight; inhibition, % at 12.6 µM; 0.086% of 350,000 active; AID 743247, 2014;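 active = mean inhibition across replicates of 30% or more, regardless of how many single replicates reach that level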;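 note: positive control wells lacked labelled fibronectin entirely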
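Material: AH1F fibroblast monolayer depositing Alexa488-labelled fibronectin into matrix | Input: 10000 AH1F cells/well | Medium: DMEM plus 2% serum, read in PBS | Reagent: Alexa488-fibronectin, 24 nM final in well | Compound dosing: One dose per compound, pinned | Schedule: 1 h adhesion, overnight exposure | Measured by: Fluorescence at 485 nm excitation, 525 nm emission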
esBAF inh: Bmi1 luciferase reporter increase in mESCs, primary screen, esBAF inhibitor project, mouse ES cells, Bmi1 luciferase knock-in, single point; reporter increase, % at 12.5 µM; AID 602393, 2012; 2% of 350,000 active; 24 h; 100% = twice the neutral-well signal; in the data active = activation above about 40%;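 note: 0% = median of the plate's neutral control wells and 100% = double that signal; a rise in the Bmi1 reporter signal indicates esBAF inhibition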
An asterisk follows results filed as active; . = not tested or not shown. Some of the compounds tested. The share of hits here may be higher or lower than overall.

Codes – A = Statin myotox sup; B = CASP6 VEID inh; C = S100A4 MyoIIA; D = LGR2 inh; E = SIRT5 block; F = FN deposit inh; G = esBAF inh
1	COc1ccccc1NC(=O)N1C[C@@H](O)COC[C@@H]2O[C@H](CC(=O)NCc3ccccc3)CC[C@H]21
  A: -13.7; B: 0.6; C: 0.8; D: 10.9; E: -2.1; F: -19.3; G: 1.7

2	O=C(CN(CC1CCCO1)C(=O)CNS(=O)(=O)c1ccc(Cl)cc1)NCC1CCCO1 (stereo not given)
  A: 22.5; B: .; C: .; D: .; E: .; F: 1.2; G: -8.8

3	COc1ccc(C=C2SC(=S)N(CCCN3CCOCC3)C2=O)c(OC)c1
  A: -2.0; B: 1.0; C: -3.5; D: -51.2; E: .; F: -8.0; G: 2.6

4	CC(C)C#Cc1ccc2c(c1)O[C@H](CN(C)C(=O)NC(C)C)[C@H](C)CN([C@H](C)CO)S2(=O)=O
  A: 6.8; B: 3.0; C: 0.4; D: 0.1; E: 3.3; F: .; G: -4.7

5	O=C(Nc1nccs1)[C@H]1[C@H](CO)[C@H]2Cn3c(ccc(-c4ccncc4)c3=O)[C@H]2N1CC1CCCC1
  A: -2.1; B: .; C: .; D: -9.8; E: .; F: .; G: -5.3

6	Cc1cc(=O)oc2cc(OCC(=O)NC3CCN(Cc4ccccc4)CC3)c(Cl)cc12
  A: 12.8; B: -1.4; C: -7.3; D: 14.4; E: -0.2; F: 13.3; G: -3.5

7	CC(C)(CO)N1CCN(C(=S)Nc2ccccc2)CC1
  A: .; B: -0.2; C: 1.7; D: 11.3; E: -2.0; F: 5.6; G: .

8	O=C(C[C@@H]1CC[C@H]2[C@@H](COC[C@@H](O)CN2C(=O)Cc2ccccc2)O1)NC1CCC1
  A: -23.8; B: -1.0; C: -4.7; D: 19.1; E: 2.6; F: -11.2; G: -11.7

9	C[C@H]1[C@@H]2C[C@@]3(O[C@H](c4ccccn4)N=C3C[C@@H]1c1ccccc1)N(Cc1ccncc1)C2=O
  A: .; B: -1.4; C: 2.2; D: -3.0; E: .; F: 4.2; G: .

10	COc1cccc(C(=O)OCC(=O)c2c[nH]c3ccccc23)c1O
  A: .; B: 1.0; C: 4.1; D: -74.6; E: 1.2; F: 1.6; G: .

11	CNC[C@H]1OCc2cn(nn2)CCCC(=O)N([C@H](C)CO)C[C@H]1C
  A: -22.7; B: .; C: .; D: 0.6; E: .; F: -15.7; G: -3.8

12	CCOC(=O)C1(CCOc2ccccc2)CCN(Cc2cccc3c2OCO3)CC1
  A: .; B: 0.6; C: -1.9; D: 2.2; E: -2.5; F: 1.1; G: .

13	C[C@@H]1CCCCO[C@H](CN(C)S(=O)(=O)c2cn(C)cn2)[C@@H](C)CN([C@H](C)CO)C(=O)c2cc(NC(=O)Nc3ccc(C(F)(F)F)cc3)ccc2O1
  A: 9.6; B: .; C: .; D: 1.4; E: .; F: .; G: 2.7

14	Cc1noc(NS(=O)(=O)c2ccc(N)cc2)c1C
  A: 4.4; B: -0.7; C: -4.4; D: .; E: 1.1; F: -4.6; G: 13.7

15	COC(=O)c1ccc(C(=O)Nc2cc(Cl)ccc2Cl)cc1NC(=O)c1ccc(N(C)C)cc1
  A: 11.4; B: -3.1; C: 5.9; D: 3.9; E: -6.0; F: .; G: -2.3

Next results follow.
Codes – A = Statin myotox sup; B = CASP6 VEID inh; C = S100A4 MyoIIA; D = LGR2 inh; E = SIRT5 block; F = FN deposit inh; G = esBAF inh
16	COc1cc(/C=C/C(C)=NNc2ccccc2)ccc1O
  A: 5.2; B: -0.4; C: -4.3; D: -0.4; E: -6.0; F: 5.6; G: -3.1

17	Nn1c(C2CCC2)nc2ccccc2c1=O
  A: -2.0; B: -0.6; C: -5.7; D: 3.0; E: -4.9; F: -4.4; G: -0.3

18	CCCn1ccnc1SCC(=O)Nc1c(C)n(C)n(-c2ccccc2)c1=O
  A: -2.4; B: -4.0; C: -2.5; D: -0.6; E: -0.3; F: 0.5; G: 0.4

19	O=C(O)c1ccccc1S(=O)(=O)CC(=O)N1CCCCC1
  A: -2.6; B: -1.1; C: -4.4; D: -14.1; E: 4.2; F: 0.1; G: -1.2

20	COc1ccc(CCC(=O)OCc2csc(CC(=O)Nc3ccccc3C)n2)cc1
  A: 4.5; B: -1.9; C: -6.5; D: 17.0; E: -4.0; F: -6.8; G: -7.6

21	COc1ccc(Cl)cc1NC(=O)c1cnc2n(c1=O)CCS2
  A: -7.6; B: 2.7; C: -1.1; D: 12.8; E: 0.6; F: -2.2; G: 8.7

22	Cc1cccc(C)c1N(CC(=O)NCc1ccccc1)C(=O)c1csnn1
  A: 45.0; B: -1.7; C: -3.4; D: 3.1; E: 9.5; F: 3.5; G: -8.6

23	OC[C@@H]1[C@H](c2ccc(C#CC3(O)CCCC3)cc2)[C@@H]2CN(Cc3ccncc3)CCCCN12
  A: .; B: -1.3; C: 3.9; D: 3.8; E: 6.8; F: .; G: .

24	Nc1ccccc1C(=O)NCc1ccc(F)cc1
  A: -1.5; B: -5.1; C: -4.3; D: 3.0; E: -11.2; F: -5.9; G: 5.5

25	CCOC(=O)C(=CNc1ccc2c(c1)CCN2C(C)=O)C(=O)OCC
  A: 1.9; B: -0.1; C: 2.5; D: .; E: 2.4; F: -5.0; G: 18.7

26	CC(=O)N(C)C[C@H]1Oc2ncc(C#Cc3ccccc3)cc2C(=O)N([C@@H](C)CO)C[C@H]1C
  A: 5.0; B: -0.9; C: -0.8; D: -3.3; E: 2.0; F: .; G: -1.5

27	N/C(=N\OC(=O)/C=C/c1ccccc1Cl)c1ccncc1
  A: .; B: -1.9; C: 0.2; D: 14.3; E: 4.1; F: -2.6; G: .

28	CNC(=O)[C@@]1(C)C=C[C@@H](Cc2ccccc2)N1C(=O)OC
  A: 0.6; B: .; C: .; D: -15.7; E: .; F: 1.3; G: 8.0

29	COC(=O)c1cc(NC(=O)c2cccs2)ccc1N1CCOCC1
  A: .; B: -0.7; C: 0.6; D: .; E: 1.7; F: 1.0; G: .

30	COc1ccc(NC(=O)Nc2ccc3c(c2)C(=O)N([C@@H](C)CO)C[C@@H](C)[C@H](CN(C)Cc2ccc4c(c2)OCO4)OCCCC[C@@H](C)O3)cc1
  A: .; B: -4.1; C: 2.4; D: -3.4; E: 3.5; F: .; G: 0.9

Next part.
Codes – A = Statin myotox sup; B = CASP6 VEID inh; C = S100A4 MyoIIA; D = LGR2 inh; E = SIRT5 block; F = FN deposit inh; G = esBAF inh
31	C[C@H]1CN([C@@H](C)CO)C(=O)c2cccc(NC(=O)C3CCOCC3)c2O[C@@H]1CN(C)C(=O)Nc1cccc2ccccc12
  A: 10.9; B: 4.9; C: 0.7; D: 2.2; E: 2.9; F: 10.1; G: -2.7

32	O=C(NCc1nnc(SC/C=C/c2ccccc2)o1)c1ccco1
  A: 63.4; B: .; C: .; D: .; E: .; F: -3.9; G: -5.0

33	COc1ccc(S(=O)(=O)N2CCN(C(=O)COc3ccc(C)c(C)c3)CC2)cc1OC
  A: .; B: -4.9; C: 8.5; D: -17.6; E: -0.7; F: -7.7; G: .

34	C/C(=N\NC(=O)COc1ccc(C)cc1[N+](=O)[O-])c1cccs1
  A: .; B: -0.5; C: -0.1; D: -22.0; E: -3.4; F: 2.5; G: .

35	CCN1CCN(C(=O)CCCCCn2c(=O)[nH]c3cc(C(=O)OC)ccc3c2=O)CC1
  A: 3.8; B: .; C: .; D: .; E: .; F: 14.5; G: 0.7

36	Cc1ccc(-c2nc3sc(C#N)c(N)n3c(=O)c2C#N)cc1
  A: -2.6; B: -1.1; C: 6.9; D: 4.6; E: 2.1; F: -3.6; G: 20.1

37	CC(C)NC(=O)CN(CCc1ccccc1)S(C)(=O)=O
  A: -4.7; B: .; C: .; D: .; E: .; F: 8.3; G: 2.9

Rewritten with values under each structure: part of the list above.
Every second line gives: Statin myotox sup, CASP6 VEID inh, S100A4 MyoIIA, LGR2 inh, SIRT5 block, FN deposit inh, esBAF inh
23) OC[C@@H]1[C@H](c2ccc(C#CC3(O)CCCC3)cc2)[C@@H]2CN(Cc3ccncc3)CCCCN12
→ ., -1.3, 3.9, 3.8, 6.8, ., .
24) Nc1ccccc1C(=O)NCc1ccc(F)cc1
→ -1.5, -5.1, -4.3, 3.0, -11.2, -5.9, 5.5
25) CCOC(=O)C(=CNc1ccc2c(c1)CCN2C(C)=O)C(=O)OCC
→ 1.9, -0.1, 2.5, ., 2.4, -5.0, 18.7
26) CC(=O)N(C)C[C@H]1Oc2ncc(C#Cc3ccccc3)cc2C(=O)N([C@@H](C)CO)C[C@H]1C
→ 5.0, -0.9, -0.8, -3.3, 2.0, ., -1.5
27) N/C(=N\OC(=O)/C=C/c1ccccc1Cl)c1ccncc1
→ ., -1.9, 0.2, 14.3, 4.1, -2.6, .
28) CNC(=O)[C@@]1(C)C=C[C@@H](Cc2ccccc2)N1C(=O)OC
→ 0.6, ., ., -15.7, ., 1.3, 8.0
29) COC(=O)c1cc(NC(=O)c2cccs2)ccc1N1CCOCC1
→ ., -0.7, 0.6, ., 1.7, 1.0, .
30) COc1ccc(NC(=O)Nc2ccc3c(c2)C(=O)N([C@@H](C)CO)C[C@@H](C)[C@H](CN(C)Cc2ccc4c(c2)OCO4)OCCCC[C@@H](C)O3)cc1
→ ., -4.1, 2.4, -3.4, 3.5, ., 0.9
31) C[C@H]1CN([C@@H](C)CO)C(=O)c2cccc(NC(=O)C3CCOCC3)c2O[C@@H]1CN(C)C(=O)Nc1cccc2ccccc12
→ 10.9, 4.9, 0.7, 2.2, 2.9, 10.1, -2.7
32) O=C(NCc1nnc(SC/C=C/c2ccccc2)o1)c1ccco1
→ 63.4, ., ., ., ., -3.9, -5.0
33) COc1ccc(S(=O)(=O)N2CCN(C(=O)COc3ccc(C)c(C)c3)CC2)cc1OC
→ ., -4.9, 8.5, -17.6, -0.7, -7.7, .
34) C/C(=N\NC(=O)COc1ccc(C)cc1[N+](=O)[O-])c1cccs1
→ ., -0.5, -0.1, -22.0, -3.4, 2.5, .
